JMJD2C inh = inhibitors of human GASC-1 (JMJD2C) demethylase; Q9H3R0; inhibition, % at 2.35 µM; AID 2099; GST-JMJD2C(1-420) H3K9me3 demethylation, DELFIA europium; hit rate 0.069% among 330,000;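 active = more than half of a compound's replicate wells show inhibition beyond 50%, single wells judged on their own value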;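 note: signal counts dimethyl H3K9 product captured on neutravidin plate; 0% = median of DMSO wells and 100% = 0.3 times that DMSO median; strong numbers were not always called active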
Target sequence (Q9H3R0 1-420 limits assumed): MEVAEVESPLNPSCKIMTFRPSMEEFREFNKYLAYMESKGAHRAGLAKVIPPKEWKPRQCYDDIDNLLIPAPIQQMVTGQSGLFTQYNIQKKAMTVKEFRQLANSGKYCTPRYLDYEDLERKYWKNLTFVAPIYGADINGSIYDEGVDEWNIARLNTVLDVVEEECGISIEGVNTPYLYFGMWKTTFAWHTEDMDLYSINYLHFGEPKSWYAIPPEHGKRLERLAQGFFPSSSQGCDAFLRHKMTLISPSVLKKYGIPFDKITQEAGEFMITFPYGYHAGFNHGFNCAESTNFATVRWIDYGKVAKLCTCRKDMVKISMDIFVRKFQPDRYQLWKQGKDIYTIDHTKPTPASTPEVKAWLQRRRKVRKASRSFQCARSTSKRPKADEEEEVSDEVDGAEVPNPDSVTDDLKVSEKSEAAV
Active calls of the source: *; i = inactive; & = joins results of further samples. The list is partial. The share of hits here may be higher or lower than overall.

structure | JMJD2C inh
COc1ccc(NS(=O)(=O)c2cc3c4c(c2)CCN4C(=O)CC3)c(OC)c1 | -5
CCOC(=O)C1(CCCc2ccccc2)CCN(C(=O)C2=C(C)OCCO2)CC1 | -8
COc1cccc(/C(O)=C/c2nc3ccc(C(=O)NCCc4ccc(Cl)cc4)cc3[nH]c2=O)c1 | 83
CCOC(=O)c1c(C)oc2c1c(C=NCCO)c(O)c1ccccc12 | 0
CC(NC(=O)Cn1nnc(-c2ccncc2)n1)c1ccccc1 (stereo not given) | -5
Nc1ccc2c(c1)OC1(CCCCC1)O2 | -17
COc1cc(OC)cc(C(=O)c2c(C)c(C#N)c3ccccn23)c1 | -6
CCc1ccc(-c2cc(N)n(-c3ccccc3)n2)cc1 | 19
COC(=O)c1nc(NC(=O)c2ccc(F)cc2)n[nH]1 | -17
CCN1C(=O)/C(=c2\o/c(=C3\C=Cc4ccccc4N3CC)c(=O)n2CC)SC1=S | 16
Cc1cc(C)cc(NC(=O)c2ccc([N+](=O)[O-])o2)c1 | -5
CCOc1ccccc1NC(=S)NC(=O)CCc1ccccc1 | -4
C#CCOc1ccc(C2C3=C(COC3=O)Nc3cc4c(cc32)OCO4)cc1OC (stereo not given) | 0
Cc1ccccc1NC(=O)c1ccc(NC(=O)C2CC(=O)OC23CCCCC3)cc1 (stereo not given) | -12
CCOC(=O)c1ccc2ncc(-c3ccccc3)nc2c1 | 9
COc1ccc(CC(=O)N/N=C(\C)c2cccc(NC(=O)C3CC3)c2)cc1 | 1
COc1ccc2[nH]c(=O)c(CN(CC3CCCO3)C(=O)Nc3ccc(F)cc3)cc2c1 (stereo not given) | 23
O=C(N/C(=C/c1ccc(F)cc1)C(=O)N1CCOCC1)c1ccccc1 | 0
Cc1cc(C)c2nc3s/c(=C/c4ccc5c(c4)n(C)c(=O)n5C)c(=O)n3c2c1 | 10
O=C(c1coc(=O)c(Br)c1)N1CCOCC1 | 20

Continuation:
structure | JMJD2C inh
CC(c1ccccc1)N1C(=O)c2ccc(C(=O)NCc3ccco3)cc2C1=O (stereo not given) | 4
CC(C)c1ccc(-n2c(-c3ccccc3)c[n+]3c2CCc2ccccc2-3)cc1 | -42
O=C(O)c1cccc(N/N=C/c2ccc(-c3ccccc3)cc2)c1 | -10
Nc1nc(-c2ccco2)nn1C(=O)c1ccccc1Cl | -18
CCc1ccc2[nH]c(=O)c(CN(Cc3ccc(OC)cc3)Cc3nnnn3CCOC)cc2c1 | -43
COc1ccccc1CN1CC(C(=O)NCCc2ncccc2C)CCC1=O (stereo not given) | -12
CC1Cc2ccccc2N1C(=O)CSc1nnc(Cc2ccccc2)n1CCc1ccccc1 (stereo not given) | 16
C=CC#CC[N+]1(CC#Cc2ccccc2)CCOCC1 | 10
CN1CCN(CCCNC(=O)c2ccc(/C=C3\Sc4ccccc4N(Cc4ccc(F)cc4)C3=O)cc2)CC1 | 0
CCN1/C(=C\C=C2\C(=O)N(c3ccccc3)C(=S)N2C)Sc2ccccc21 | 1
CCOc1ccc2c(c1)n([O-])c1c([n+]2=O)CCCC1 | i
CCOC(=O)N/N=C/c1ccc(Oc2ccccc2)cc1 | -12
COc1ccccc1C(O)(C(=O)N(NC(C)=O)c1ccccc1)c1ccccc1OC | 5
O=C(NCc1ccc(F)c(F)c1)C1CCC(=O)N(CCc2ccccc2)C1 (stereo not given) | -10
CC1CCC(NC(=O)CN2C(=O)C3CCCN3c3ncc(Cl)cc32)CC1 (stereo not given) | 5
CCOC(=O)C1(CCCc2ccccc2)CCN(C2CCSCC2)CC1 | 0
CCCCC1=CC2=C(c3ccco3)C(=O)C(C)(OC(=O)c3ccc(OC)cc3)C(=O)C2=CN1Cc1ccc(OC)cc1 (stereo not given) | -8
COc1ccc(Cl)cc1NC(=O)C1CCCN(S(=O)(=O)c2cccc3nonc23)C1 (stereo not given) | 9
CCS(=O)(=O)c1ccc(N=Nc2ccc(O)c3ncccc23)c(OC)c1 | -9
CC(=O)NCCC(=O)Nc1nc(-c2c[nH]c3ccccc23)cs1 | -23

Among those listed so far, 2 have two or more sulfur atoms.
structure | JMJD2C inh
CCN1C(=O)/C(=c2\o/c(=C3\C=Cc4ccccc4N3CC)c(=O)n2CC)SC1=S | 16
CCN1/C(=C\C=C2\C(=O)N(c3ccccc3)C(=S)N2C)Sc2ccccc21 | 1

Next part:
structure | JMJD2C inh
CCOc1ccccc1NC(=O)Cn1nnc(C(=O)Nc2ccccc2Cl)c1N | 53
Fc1ccc2c(c1)c1n[nH]c(=S)nc1n2CCc1ccccc1 | 56
C/C(=N\NC(=O)c1ccc(Cl)cc1)c1cccs1 | 2
C=CCN1C(=O)C(C)NC1=S (stereo not given) | 14
CCc1nnc(NC(=O)c2ccc3c(c2)C(=O)N(CC(C)C)C3=O)s1 | -4
O=C(NNC(=O)c1ccccc1C(=O)O)c1ccc(S(=O)(=O)N2CCCCC2)cc1 | -16
COc1ccc(C(=O)N2CCc3cc(OC)c(OC)cc3C2c2cccc([N+](=O)[O-])c2)cc1 (stereo not given) | 10
COc1ccc(CCC(=O)N2CCN(c3ccc(OC)cc3)CC2)cc1 | -8
CNC(=O)c1sc(NCc2ccccc2OC)nc1C | -6
CS(=O)(=O)c1ccc(S(=O)CC(=O)OCc2ccccc2)c([N+](=O)[O-])c1 (stereo not given) | -7
CC1(C)CCCN(C(=O)c2coc(=O)c(Br)c2)C1 | 28
CCCc1cc(=O)oc2cc(OCC(=O)OC)cc(OCC(=O)OC)c12 | 6
c1nnc2c3c4c(sc3ncn12)CCCC4 | -18
COc1ccc2cc(-c3cc(C(=O)OCC(=O)Nc4c(C)n(C)n(-c5ccccc5)c4=O)c4ccccc4n3)ccc2c1 | 15
C/C(=N\N1CCN(c2ccccc2)CC1)c1ccc(O)cc1 | 9
O=C(NC1CCCC1)C(c1ccccc1F)N(C(=O)c1csnn1)c1ccccc1 (stereo not given) | -1
CCOC(=O)C1=C(C)N(CCCC(=O)O)C(=O)NC1c1ccc(C(F)(F)F)cc1 (stereo not given) | i
CC(=O)c1sc(Nc2nc3cc4c(cc3s2)OCO4)nc1C | -11
O=C(c1ccco1)N1CCN(c2ncnc3c2[nH]c2ccc(Br)cc23)CC1 | 0
CCOC(=O)C1CCN(C(=O)C(C)N(c2ccc(Oc3ccccc3)cc2)S(C)(=O)=O)CC1 (stereo not given) | 10

The last 4 compounds of the section above are carried over, then new ones follow:
mol	JMJD2C inh
CCOC(=O)C1=C(C)N(CCCC(=O)O)C(=O)NC1c1ccc(C(F)(F)F)cc1 (stereo not given)	i
CC(=O)c1sc(Nc2nc3cc4c(cc3s2)OCO4)nc1C	-11
O=C(c1ccco1)N1CCN(c2ncnc3c2[nH]c2ccc(Br)cc23)CC1	0
CCOC(=O)C1CCN(C(=O)C(C)N(c2ccc(Oc3ccccc3)cc2)S(C)(=O)=O)CC1 (stereo not given)	10
Cc1noc(C)c1CSc1ncnc2sc3c(c12)CCC3	6
CN(Cc1nccs1)C(=O)C1CCC(=O)N(CCCc2ccccc2)C1 (stereo not given)	-6
COc1cc2c(cc1OC)/C(=C/C(=O)c1ccc([N+](=O)[O-])c(C)c1)NCC2	7
COc1cc2c(c(O)c1OC)-c1c(cc(OC)c(OC)c1O)[C@@H](OC(=O)c1ccccc1)[C@@](C)(O)[C@@H](C)[C@@H]2OC(C)=O	-22
CCCCOc1ccc(Br)cc1CSC(=N)N	3
N#Cc1ccc(C23CC4(C2)[C@H](CN(CC2CCCCC2)[C@@H]4c2ccccc2)C3c2ccc(C(F)(F)F)cc2)cc1 (stereo not given in full)	14
NS(=O)(=O)c1ccc(CCNC(=O)Cc2ccccc2[N+](=O)[O-])cc1	-11
CC1CCc2sc3ncnc(N4CCN(C)CC4)c3c2C1 (stereo not given)	-4
CCC(=O)n1nc(-c2cccnc2)nc1NCc1ccccc1	-9
CC(C)C1Nc2c(O)cc(Cl)c([N+](=O)[O-])c2C2C=CCC21 (stereo not given)	-10
C=CS(=O)c1sc(Cl)c(N2CCOCC2)c1[N+](=O)[O-] (stereo not given)	5
COc1ccc(-c2coc3cc4oc(=O)c(CC(=O)O)c(C)c4cc23)cc1	2
COc1ccc(CNC(=O)C2CCN(C(=O)[C@@H](CC(C)C)NC(=O)OC(C)(C)C)CC2)cc1	-5
Brc1c(NC2=NCCN2)ccc2nccnc12	-19
O=C(c1ccco1)N1CCN(C(=O)c2ccccc2OC(=O)C23CC4CC(CC(C4)C2)C3)CC1	41
CC(Sc1ccc2ccccc2n1)C(=O)O (stereo not given)	-13&-3
CNC(=O)c1nnsc1S(=O)c1ccc(Cl)cc1 (stereo not given)	-21
CC(C)(CNC(=S)NCCc1ccccc1)CNC(=S)NCCc1ccccc1	19
CC(C)OC(=O)[C@H]1[C@H](c2ccc(Cl)cc2)[C@@](C#N)(C(N)=O)[C@@H]2C=CC(C(N)=O)=CN21	0
N#C/C(=N/Nc1ccc([N+](=O)[O-])cc1)C(=N)N1CCCCC1	-5

(next part)
mol	JMJD2C inh
COc1ccc(C(C(=O)NC2CCCCC2)N(Cc2ccco2)C(=O)c2snc(C(N)=O)c2N)cc1 (stereo not given)	-17
CCOc1ccc(-n2c(C)nc3c(cnn3-c3ccc(Cl)cc3)c2=O)cc1	23
CCN1CCN(c2cc(C)c3cc(NC(=S)N4CC(C)CC(C)C4)ccc3n2)CC1 (stereo not given)	3
CC(C)(C)OC(=O)N1CCN(c2ccc(NC(=O)c3ccco3)cc2)CC1	-3
COc1ccc(OC)c(CC(NC(C)=O)C(=O)NC2CCN(C(=O)c3cccc(C)c3)CC2)c1 (stereo not given)	3
O=Cc1ccc(O)c2ncccc12	-22
O=C1C(Nc2ccc(O)cc2)=C/C(=N/S(=O)(=O)c2cccs2)c2ccccc21	-6
Cc1ccc(-c2nnn3c2nc(Cl)c2ccccc23)cc1	13
COc1ccc(Cc2nc3ccc(C(=O)N(C)CCc4cnn(C)c4)cc3o2)cc1OC	-1
CCc1c(C(C)O)oc2ccc3c(C)cc(=O)oc3c12 (stereo not given)	-12
O=C(O)CC1S/C(=N/N=C/c2ccc(Br)cc2)N(c2ccccc2)C1=O (stereo not given)	-4
O=Cc1[nH]c2ccccc2c1N(C(=O)CCl)c1ccccc1	6
CCN(CC)CCN(C(=O)Cn1nnc(-c2ccc(C)o2)n1)C(C(=O)NC1CCCC1)c1ccc(F)cc1 (stereo not given)	-8
COc1cc2oc(-c3ccc(O)cc3)cc(=O)c2c(OC)c1O	-1
O=c1c(Cl)c(Cl)cnn1Cc1nnc(-c2ccccc2Br)o1	0
CC1=Nc2ccccc2/C1=C/c1c(N)n2c(S(=O)(=O)CC(C)C)nsc2nc1=O	21
Cc1ccc(C2=NN(S(=O)(=O)c3ccccc3)C(c3ccccc3O)C2)cc1 (stereo not given)	-1
CCN(CC)c1ccc(/C=N/NC(=O)c2ccc3c(c2)OCCO3)cc1	1
C/C(=N\NC(=O)c1ccc(Cn2cc(Br)cn2)o1)c1ccc(NC(=O)c2ccoc2C)cc1	-6
O=C(CN(Cc1cccs1)C(=O)CNS(=O)(=O)c1ccccc1)NCc1ccco1	12

An excerpt of these results, with values ahead of the structure:
JMJD2C inh,smiles
41,O=C(c1ccco1)N1CCN(C(=O)c2ccccc2OC(=O)C23CC4CC(CC(C4)C2)C3)CC1
2,C/C(=N\NC(=O)c1ccc(Cl)cc1)c1cccs1

(next part)
mol	JMJD2C inh
C=C(C)CNC(=S)Nc1cccc(N)n1	4
Cc1cc2cc(CCNC(=O)c3c(-c4ccccc4Cl)noc3C)c(=O)[nH]c2cc1C	-12
COc1cccc(N(CC(=O)NC2CCCCC2)C(=O)Cn2nnc(-c3ccc(C)o3)n2)c1	-6
COc1ccccc1CC(NC(C)=O)C(=O)NC1CCN(C(=O)NCc2ccccc2)CC1 (stereo not given)	60
Cc1ccc(OCc2cc(C(=O)NCc3cc(F)ccc3C)no2)cn1	-2
CCN(CC)CCNC(=O)c1c(O)c2cccc3c2n(c1=O)CCC3	9
CCN1CCN(CC(=O)Nc2c(C(=O)OC)[nH]c3cccc(Cl)c23)CC1	-6
CCOC(=O)N1CCN(c2ncnc3c2cnn3-c2ccc(OC)cc2)CC1	25
Cc1nnc2sc(-c3ccc(N(C)C)cc3)nn2c1=O	-7
COc1ccc2c(C)cc(=S)[nH]c2c1	3
C/C=C/C(=O)N1CC2(CC(c3cccc(NC(=O)CCCCC)c3)=NO2)C[C@H]1C(N)=O (stereo not given in full)	3
CN(C)c1ccc(/C=c2\sc3nc(-c4ccccc4)nn3c2=O)cc1	-8
CCc1c(C)nc2cc(-c3cccs3)[nH]n2c1=O	-5
CCCCn1c(SCC(=O)Nc2nc(C)cs2)nnc1-c1cccnc1	10
CCc1ccc(S(=O)(=O)ON2C(=O)c3ccccc3C2=O)cc1	-16
CCOC(=O)c1[nH]c2ccc(OC)cc2c1NC(=O)C(C)N1CCSCC1 (stereo not given)	32
CCOC(=O)C1=C(C)Nc2nc(=S)[nH]n2C1c1ccc(Cl)cc1 (stereo not given)	-13
CC(C)c1nc(SCC(=O)N2CCN(c3ccccc3)CC2)c2c(=O)n(C)c(=O)n(C)c2n1	-7
CCn1cc(Cl)c(C(=O)Nc2nccs2)n1	-7
CCN(C(=O)c1ccc(S(=O)(=O)N2CCOCC2)cc1)C1CCS(=O)(=O)C1 (stereo not given)	6

Compounds shown so far with a COOH group:
mol	JMJD2C inh
O=C(O)c1cccc(N/N=C/c2ccc(-c3ccccc3)cc2)c1	-10
O=C(NNC(=O)c1ccccc1C(=O)O)c1ccc(S(=O)(=O)N2CCCCC2)cc1	-16
CCOC(=O)C1=C(C)N(CCCC(=O)O)C(=O)NC1c1ccc(C(F)(F)F)cc1 (stereo not given)	i
COc1ccc(-c2coc3cc4oc(=O)c(CC(=O)O)c(C)c4cc23)cc1	2
CC(Sc1ccc2ccccc2n1)C(=O)O (stereo not given)	-13&-3
O=C(O)CC1S/C(=N/N=C/c2ccc(Br)cc2)N(c2ccccc2)C1=O (stereo not given)	-4

(continued)
mol	JMJD2C inh
C=CCN1C(=O)/C(=C/c2ccc(OC(C)=O)c(OCC)c2[N+](=O)[O-])SC1=S	0
COc1cccc(CN2CC(C(=O)NCc3cccc(Cl)c3)CCC2=O)c1 (stereo not given)	-10
CCOC(=O)C(C(C)=O)c1nc(C)nc2c1nnn2Cc1ccccc1Cl (stereo not given)	17
CC(C)CC(=O)NC(=S)Nc1cccc2nsnc12	-11
O=C1C=C(NCc2ccccc2)c2ccccc2C1=O	-8

Screening data (PubChem)
